LMP1 NFkB inh: reduces LMP1-driven NF-kappaB luciferase signal | LMP1-induced NF-kappaB luciferase reporter cells, luminescence | inhibition, % at 12.5 µM | 0.69% of 350,000 active; in the data active = inhibition above about 41%;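 also: 0% = neutral control wells and 100% = reference inhibitor control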
SRC2 inh: human SRC2 (NCOA2) inhibition. HEK293 GAL4-SRC2 luciferase reporter, luminescence. 0.17% of 370,000 active. Q15596. inhibition, % at 9 µM;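 active = inhibition above the mean inhibition of all tested compounds plus 3 SD, set per campaign, cut at about 52% in these data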;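 also: 0% = DMSO treated cells and 100% = cells given Gossypol at 36 µM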
COUP-TFII inh: NR2F2 (human) inhibition, primary screen; inhibition, % at 8.6 µM; 0.7% of 370,000 active; HEK293T NGFI-A luciferase reporter, luminescence;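 active = inhibition above a per-plate cutoff, mean inhibition of test wells between control levels plus 3 SD, cut at about 38% in these data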;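 also: cells cotransfected with COUP-TFII expression vector driving the NGFI-A reporter; 0% = median of COUP-TF2 test wells and 100% = reporter-only cells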
Vif imaging: HIV Vif inhibition; inhibition, % at 7.49 µM; HEK293T cells, Vif self-association by quenched fluorescence, imaging, 24 h; 0.35% of 340,000 active; in the data active = inhibition above about 50%, passing the limit was not always enough; also: some results filed as inactive read as strong as hits
NR5A2 inv ag: inverse agonists of human LRH-1 (NR5A2). O00482. HEK293T StAR-luciferase reporter, LRH-1 transfected, 24 h. inhibition, % at 3.6 µM. 0.13% of 360,000 active;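 active = inhibition above the mean inhibition of all tested compounds plus 3 SD, cut at about 73% in these data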;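 also: 0% = DMSO wells and 100% = reporter-only cells lacking LRH-1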
NCOA1 inh: inhibitors of human steroid receptor coactivator 1 (SRC1) | Q15788 | HEK293 GAL4-SRC1 luciferase reporter, luminescence | inhibition, % at 3.6 µM | 0.12% of 360,000 active | AID 588354;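 active = inhibition above the campaign mean plus 3 SD, with each screening campaign given its own cutoff, cut at about 60% in these data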;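 also: 0% = DMSO treated cells and 100% = gossypol at 36 µM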
Target sequence (Q15788 whole entry, looked up, the tested form may be a part): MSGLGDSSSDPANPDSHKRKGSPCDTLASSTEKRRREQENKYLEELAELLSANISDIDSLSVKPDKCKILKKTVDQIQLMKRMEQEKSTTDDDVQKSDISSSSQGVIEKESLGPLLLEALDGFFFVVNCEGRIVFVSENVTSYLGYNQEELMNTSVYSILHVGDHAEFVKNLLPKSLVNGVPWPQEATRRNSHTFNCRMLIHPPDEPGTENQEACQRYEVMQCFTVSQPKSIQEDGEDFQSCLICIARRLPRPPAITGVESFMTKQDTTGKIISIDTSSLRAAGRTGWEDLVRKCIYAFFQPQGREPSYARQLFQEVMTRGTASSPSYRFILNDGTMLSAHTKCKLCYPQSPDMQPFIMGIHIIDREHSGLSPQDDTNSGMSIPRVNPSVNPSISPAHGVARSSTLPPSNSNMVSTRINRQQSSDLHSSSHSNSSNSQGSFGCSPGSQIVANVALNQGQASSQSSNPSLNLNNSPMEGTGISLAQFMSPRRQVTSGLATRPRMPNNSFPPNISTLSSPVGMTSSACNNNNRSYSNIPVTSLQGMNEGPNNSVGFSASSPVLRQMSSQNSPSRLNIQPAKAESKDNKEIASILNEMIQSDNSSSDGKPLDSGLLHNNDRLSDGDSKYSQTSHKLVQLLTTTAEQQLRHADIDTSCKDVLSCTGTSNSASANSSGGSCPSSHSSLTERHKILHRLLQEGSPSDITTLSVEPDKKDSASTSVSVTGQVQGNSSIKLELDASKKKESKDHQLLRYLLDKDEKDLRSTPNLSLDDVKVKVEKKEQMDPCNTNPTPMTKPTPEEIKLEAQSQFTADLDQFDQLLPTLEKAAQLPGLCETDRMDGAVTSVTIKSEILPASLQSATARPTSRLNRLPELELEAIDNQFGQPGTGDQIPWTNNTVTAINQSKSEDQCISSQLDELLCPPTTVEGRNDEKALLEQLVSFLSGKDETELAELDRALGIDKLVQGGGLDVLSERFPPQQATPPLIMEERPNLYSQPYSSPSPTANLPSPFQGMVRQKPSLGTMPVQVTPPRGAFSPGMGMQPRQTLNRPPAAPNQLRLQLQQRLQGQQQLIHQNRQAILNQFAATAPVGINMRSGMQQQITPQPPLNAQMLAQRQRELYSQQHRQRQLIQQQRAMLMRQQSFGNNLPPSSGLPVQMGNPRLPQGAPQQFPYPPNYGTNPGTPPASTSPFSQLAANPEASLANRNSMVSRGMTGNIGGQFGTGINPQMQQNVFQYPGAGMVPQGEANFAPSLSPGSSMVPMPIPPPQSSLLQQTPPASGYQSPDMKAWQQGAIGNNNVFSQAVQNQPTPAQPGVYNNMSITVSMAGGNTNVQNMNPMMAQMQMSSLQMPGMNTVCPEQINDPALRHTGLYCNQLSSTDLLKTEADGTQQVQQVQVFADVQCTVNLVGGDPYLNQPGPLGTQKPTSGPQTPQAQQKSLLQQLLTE
TROY NFkB inh: blocks TROY-dependent signaling in reporter cells; Q293 LMP1-TROYcd NF-kB luciferase reporter, 4 h; inhibition, % at 10 µM; 0.98% of 360,000 active; AID 1347056;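 active = compounds whose plate-normalised and pattern-corrected inhibition of the luciferase reporter signal at the single screening dose is 50% or more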
SRC3 inh: inhibits human SRC3 coactivator; HEK293 GAL4-SRC3 luciferase reporter, luminescence; inhibition, % at 3.6 µM; 0.17% of 360,000 active;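 active = inhibition above a per-campaign cutoff, the mean of all compounds plus 3 SD, cut at about 60% in these data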;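 also: 0% = DMSO-treated cells and 100% = gossypol-treated cells at 36 µM; higher means less SRC3-driven luciferase light from the GAL4 reporter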
C8 TRAIL sens: sensitizes caspase-8 expressing cells to TRAIL. NB7+C8 cells + TRAIL, ATPlite viability luminescence. inhibition (viability loss, TRAIL sensitization), % at 10 µM. 1% of 360,000 active;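 active = compounds causing at least 50% loss of cell viability in the single-dose screen, relative to plate controls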
NOD2-RIPK2 inh: inhibitors of human NOD2-RIPK2 interaction. inhibition, % at 4.98 µM. CHO BLA complementation NOD2-RIPK2, CCF4 ratio. O43353. 0.38% of 360,000 active. AID 624267; in the data active = inhibition above about 21%;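 also: 0% = vehicle only and 100% = reference blocker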
TLR9-MyD88 inh: blocks human TLR9 binding to MyD88. 0.21% of 340,000 active. inhibition, % at 4.98 µM. CHO BLA complementation TLR9-MyD88, CCF4 FRET ratio;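 active = inhibition above the mean over all tested compounds plus 3 SD, cut at about 21% in these data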;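 also: 0% = DMSO only wells and 100% = clavulanate BLA inhibitor control wells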
* marks the source's active call; other numbers are inactive results; x = no result given. Some of the compounds tested, so the mix of outcomes need not match the whole.

SMILES | LMP1 NFkB inh | SRC2 inh | COUP-TFII inh | Vif imaging | NR5A2 inv ag | NCOA1 inh | TROY NFkB inh | SRC3 inh | C8 TRAIL sens | NOD2-RIPK2 inh | TLR9-MyD88 inh
COc1ccc2cc(C(=O)C3CCCN(C(=O)Cc4c(C)noc4C)C3)ccc2c1 (stereo not drawn) | -2 | 7 | -2 | 2 | 0 | -24 | -1 | 10 | -10 | 4 | -13
CCCCN(CC)S(=O)(=O)c1c(C)[nH]c(=O)[nH]c1=O | 0 | 7 | 2 | -4 | 11 | -18 | 12 | 12 | -4 | -8 | 2
CCOC(=O)c1ccc(NC(=O)c2nc[nH]c2C(=O)N[C@H](C)c2ccccc2)cc1 | -1 | 18 | -14 | -4 | 2 | 1 | 1 | 11 | 21 | -11 | -1
COc1ccc(-c2cc(Cl)cc3c(=O)c4ccccc4n(C)c23)cc1F | -11 | -14 | -5 | 2 | 9 | -8 | 0 | 10 | 13 | 3 | 8
CCOP(=O)(OCC)c1nc(-c2ccccc2)oc1N1CCCCC1 | 10 | 1 | 8 | -5 | 6 | -3 | -17 | -9 | 16 | -7 | 4
O=C(CN1C(=O)NC2(CCCCCCC2)C1=O)Nc1ccc(Cl)cc1 | -6 | 20 | -20 | -2 | 14 | -11 | -9 | 2 | 20 | -5 | -7
Clc1cc(Br)ccc1OCCCNCc1ccccc1 | -3 | -37 | -5 | 5 | 14 | -2 | -24 | -10 | 7 | 0 | -6
COCC(=O)Nc1c(C(=O)Nc2ccc3c(c2)OCCO3)oc2ccccc12 | -33 | -30 | -24 | -3 | -114 | -80 | -48 | -77 | 48 | -6 | 9
O=C(Cc1cccs1)Nc1ccccc1 | -6 | -31 | -4 | 2 | -15 | -13 | -9 | -4 | -8 | 3 | -2
Nc1nc(CSc2nc3ccccc3[nH]2)nc(N2CCOCC2)n1 | 0 | 9 | 9 | x | -4 | 13 | 13 | 0 | -7 | 11 | 1
COc1cc(C(=O)Nc2ccc(C(=O)O)cc2)ccc1OC(C)=O | 3 | -5 | 0 | -5 | 0 | -23 | 13 | 11 | 6 | -11 | 3
O=C(Nc1cccc(F)c1)Nc1ccc2c(c1)CCC2 | -45 | -49 | -58 | -4 | -135 | -93 | -41 | -120 | 2 | -8 | -10
COC(=O)COc1ccc(S(=O)(=O)Nc2ccc(NC(C)=O)cc2)cc1C | -1 | -17 | 10 | 3 | -1 | -15 | 2 | 18 | 8 | -4 | -8
C/C(=N/NC(N)=S)c1ccc(Br)s1 | 4 | 10 | 25 | 6 | 38 | 5 | -17 | 22 | -15 | -12 | -14
C#CCNC(=O)C1=C[C@H](c2ccc3c(c2)OCO3)C[C@H](OCc2ccc(CO)cc2)O1 | 0 | -7 | -9 | x | 21 | -14 | -10 | -1 | -11 | 4 | -9
Cc1cc(C)nc(/N=C(/NC(=O)Nc2ccc(Cl)c(Cl)c2)Nc2cccc(Cl)c2)n1 | -14 | 3 | 19 | -3 | 8 | -3 | 16 | 4 | 3 | -9 | 3
S=C(NCC1(c2ccccc2)CCCC1)Nc1ccccc1 | 1 | 12 | 42* | -8 | 14 | -7 | 33 | 18 | 7 | 4 | -4
CCC(Sc1nc2n[nH]c(C)c2c(=N)n1-c1ccc(C)c(Cl)c1)C(=O)N1CCOCC1 (stereo not drawn) | -12 | x | x | -1 | 5 | -17 | 2 | -10 | -3 | -2 | 1
COc1ccccc1C(=O)NC(=O)COC(=O)c1ccc(C)o1 | 2 | -20 | -7 | -1 | 2 | -9 | -2 | -17 | -7 | -4 | 2
CC(=O)Nc1ccc(N2CCN(c3ccc(C(F)(F)F)cn3)CC2)nc1 | 11 | -20 | -2 | 7 | -15 | -11 | -26 | -7 | -16 | 0 | -6
CCN(CC)C(=O)c1cccc(-c2csc(C(O)c3ccco3)n2)c1 (stereo not drawn) | x | -19 | -9 | 13 | -12 | -6 | 0 | -24 | -7 | 3 | x
CC(=O)c1ccc(NC(=O)C(C)OC(=O)c2ccc(NS(=O)(=O)c3ccc4[nH]c(=O)[nH]c4c3)cc2)cc1 (stereo not drawn) | 2 | -8 | -5 | -3 | 12 | -2 | -13 | -13 | -16 | 3 | -63
COCCCn1c(SCC(=O)NCc2ccccc2)nc2ccccc2c1=O | -18 | -14 | 4 | -3 | 6 | 2 | 5 | 10 | -10 | -11 | -5
Cc1cc(C)nc(SCc2cn3ccccc3n2)n1 | -3 | -7 | -7 | 2 | -7 | 1 | -17 | 11 | -6 | -5 | 2
Cc1sc(NC(=O)Cn2c(=O)oc3ccccc32)nc1-c1ccc(Cl)cc1 | 15 | -34 | 0 | -2 | 8 | -11 | 24 | 15 | 4 | 0 | 3
COc1ccccc1C(=O)NC(CCSC)C(=O)OC(C)C(=O)NC1CC1 (stereo not drawn) | 2 | -22 | -11 | 4 | -9 | -17 | 3 | 2 | 8 | 4 | 3
COc1cc(NC(=O)Cc2ccccc2)ccc1NC(=O)c1ccco1 | -7 | 13 | -23 | 11 | -39 | -15 | -11 | -65 | 16 | -5 | -3
CCOC(=O)CSC(=S)NC(=O)c1ccc(OC)cc1 | -4 | -12 | -22 | 1 | 3 | -12 | -18 | -3 | -1 | -42 | -4
CCOC(=O)c1ccc(N2CCCCC2)c(NS(=O)(=O)c2cccc(C(F)(F)F)c2)c1 | 3 | -19 | 2 | -1 | -2 | 5 | -4 | 14 | 17 | -3 | 2
O=C(NCc1ccco1)c1ccc(CS(=O)(=O)Cc2ccc(Cl)cc2)o1 | 0 | -7 | -7 | -2 | -7 | 15 | 22 | 10 | 4 | -3 | -1
O=C(CCN1CCOCC1)NNC(=O)Nc1cccc([N+](=O)[O-])c1 | 10 | -27 | 3 | -13 | 5 | 3 | 10 | 11 | -8 | -10 | -11
CC(=O)CSc1nnc2c3ccccc3nc(C(C)(C)C)n12 | -1 | 2 | 9 | 3 | 0 | 1 | 8 | 8 | -2 | -2 | 0
CC(CCCC(C)(C)O)NCCO (stereo not drawn) | 15 | -32 | 8 | x | 10 | -7 | -3 | 11 | -15 | 7 | 0
O=C(COC(=O)c1cccc(Br)c1)Nc1cccc2c1C(=O)c1ccccc1C2=O | -25 | -33 | -11 | 4 | -44 | -29 | -38 | -35 | 16 | 7 | -9
O=C(NC(=S)Nc1ccc2[nH]c(=O)[nH]c2c1)c1ccccc1F | -11 | -22 | -5 | -12 | 3 | -42 | -9 | -14 | 5 | -6 | -2
Cc1ccc(CCNC(=O)c2cc(S(=O)(=O)N3CCOCC3)cn2C)cc1 | -8 | -4 | -1 | -2 | -9 | 4 | 3 | 9 | -6 | 1 | 3
O=C(O)CCn1c(O)c(C=C2N=c3ccccc3=N2)sc1=S | -13 | 52 | 29 | -6 | 15 | 21 | 33 | 36 | 11 | 0 | 1
CC(C)CC(=O)N1CCC(N2CCN(c3ccccc3)CC2)CC1 | 0 | 13 | -11 | -2 | -19 | -2 | -3 | -11 | -8 | 6 | -6
CCN(CC(=O)Nc1ccc(NC(C)=O)cc1)C(=O)CCN1C(=O)c2cccc([N+](=O)[O-])c2C1=O | -4 | 3 | -14 | -1 | -14 | -4 | -2 | 5 | -18 | -14 | 1
C=CCNC(=S)Nc1sc2c(c1C#N)CCCC2 | -1 | 4 | -4 | -4 | 2 | -14 | -22 | 5 | 5 | -7 | -4
CCCCc1ccc(NC(=O)CSc2nc3ncccc3[nH]2)cc1 | 2 | 21 | 15 | -21 | -15 | -2 | -4 | -10 | 4 | -4 | 4
CC(C)N=C(NS(=O)(=O)c1cccs1)c1ccccc1 | 0 | -19 | 2 | -5 | 6 | 8 | -16 | 3 | -12 | 2 | 3
CCc1ccc(NC(=O)NCCN2CCN(c3ccc(OC)cc3)CC2)cc1 | 5 | 5 | 6 | -3 | 7 | -7 | -19 | 9 | 8 | -28 | -9
CNc1ccc(Oc2nc([N+](=O)[O-])nn2C)cc1 | 4 | -2 | 8 | 5 | 1 | -8 | 4 | -18 | -4 | -12 | 2
Cn1c(SC2=CS(=O)(=O)c3ccccc32)nc2ccccc21 | -61 | -13 | -31 | 16 | -22 | -36 | 56* | 3 | 22 | 10 | -10
Cc1ccc(NC(=O)NNC(=O)c2ccc3c(c2)NC(=O)C(C)(C)O3)cc1 | 3 | -22 | -5 | -1 | 2 | 7 | -9 | -6 | -10 | -4 | 0
Cc1[nH]c(=O)[nH]c(=O)c1N1CCOCC1 | 2 | -13 | -8 | 2 | 8 | -13 | 3 | 15 | 4 | -6 | -8
CC[N+](C)(CC)CCC/C(=N/O)C(O)(c1ccccc1)c1ccccc1 | x | 2 | 14 | -3 | 8 | -17 | 15 | 11 | -8 | 7 | x

Molecules above that contain a Cl atom (seven):
SMILES | LMP1 NFkB inh | SRC2 inh | COUP-TFII inh | Vif imaging | NR5A2 inv ag | NCOA1 inh | TROY NFkB inh | SRC3 inh | C8 TRAIL sens | NOD2-RIPK2 inh | TLR9-MyD88 inh
COc1ccc(-c2cc(Cl)cc3c(=O)c4ccccc4n(C)c23)cc1F | -11 | -14 | -5 | 2 | 9 | -8 | 0 | 10 | 13 | 3 | 8
O=C(CN1C(=O)NC2(CCCCCCC2)C1=O)Nc1ccc(Cl)cc1 | -6 | 20 | -20 | -2 | 14 | -11 | -9 | 2 | 20 | -5 | -7
Clc1cc(Br)ccc1OCCCNCc1ccccc1 | -3 | -37 | -5 | 5 | 14 | -2 | -24 | -10 | 7 | 0 | -6
Cc1cc(C)nc(/N=C(/NC(=O)Nc2ccc(Cl)c(Cl)c2)Nc2cccc(Cl)c2)n1 | -14 | 3 | 19 | -3 | 8 | -3 | 16 | 4 | 3 | -9 | 3
CCC(Sc1nc2n[nH]c(C)c2c(=N)n1-c1ccc(C)c(Cl)c1)C(=O)N1CCOCC1 (stereo not drawn) | -12 | x | x | -1 | 5 | -17 | 2 | -10 | -3 | -2 | 1
Cc1sc(NC(=O)Cn2c(=O)oc3ccccc32)nc1-c1ccc(Cl)cc1 | 15 | -34 | 0 | -2 | 8 | -11 | 24 | 15 | 4 | 0 | 3
O=C(NCc1ccco1)c1ccc(CS(=O)(=O)Cc2ccc(Cl)cc2)o1 | 0 | -7 | -7 | -2 | -7 | 15 | 22 | 10 | 4 | -3 | -1

Whole records from above. Values in the order: LMP1 NFkB inh	SRC2 inh	COUP-TFII inh	Vif imaging	NR5A2 inv ag	NCOA1 inh	TROY NFkB inh	SRC3 inh	C8 TRAIL sens	NOD2-RIPK2 inh	TLR9-MyD88 inh
Listed for Cc1[nH]c(=O)[nH]c(=O)c1N1CCOCC1 : 2	-13	-8	2	8	-13	3	15	4	-6	-8
Listed for CCCCc1ccc(NC(=O)CSc2nc3ncccc3[nH]2)cc1 : 2	21	15	-21	-15	-2	-4	-10	4	-4	4

From PubChem
